Luciferase inh = Firefly luciferase inhibition profiling of diverse chemical library using quantitative high-throughput screening. Luciferin 4-monooxygenase (Photinus pyralis), P08659. purified P. pyralis luciferase, luminescence, biochemical. Potency, µM (highest dose often 115 µM), inactives show at the top dose activity change, negative = inhibition, actives largely listed as inhibitors. 2.5% of 76,000 active. AID 1347043, 2019; also: potency is read from the fitted curve at half-maximal effect; nearly all actives have a fitted effect of over 65% in size
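Biochemical qHTS: compound (6-point titration) added to 10uM D-luciferin plus 10uM ATP in Tris acetate pH 7.5 buffer with Mg, Tween-20 and BSA, then purified enzyme at 10nM; light output imaged.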
HEK293 tox = Cytotoxic Profiling in HEK 293 Cell Line of Diverse Libraries Using Quantitative High-Throughput Screening; HEK 293 viability, ATP luminescence (CellTiter-Glo), 48-72 h; Potency, µM (highest dose often 115 µM), for inactives: at the highest dose activity change, negative = cytotoxicity, most hits filed as inhibitors; AID 1345083, 2018; 6.6% of 94,000 active; also: potency is read from the fitted curve at half-maximal effect; nearly all actives have a fitted effect of over 60% in size
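Pintool-delivered compounds were incubated with HEK 293 cells (250 cells/well) at 37 degree Celsius for 48 or 72 hr. ATP-dependent luminescence (CellTiter-Glo) then reported remaining viable cells.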
3T3 cytotox = Cytotoxic Profiling in NIH 3T3 Cell Line of Diverse Libraries Using Quantitative High-Throughput Screening. NIH 3T3 viability, CellTiter-Glo ATP luminescence, 48-72 h. Potency, µM (top dose mostly 96.7 µM), for the others: at the highest dose activity change, negative = cytotoxicity, most hits filed as inhibitors. 4.3% of 94,000 active. AID 1345082, 2018; also: potency is read from the fitted curve at half-maximal effect; nearly all actives have a fitted effect of over 55% in size
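ATP-dependent luminescence (CellTiter-Glo) served as the viability signal for NIH 3T3 cells treated with compound for 48 or 72 hr at 37 °C.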
IP6K1 inh = Primary qHTS assay for small molecule inhibitors of Inositol hexaphosphate kinase 1 (IP6K1); 0.81% of 140,000 active; activity change, % (series mostly up to about 58 µM); Inositol hexakisphosphate kinase 1 (Homo sapiens), Q92551; IP6K1 kinase, ADP-Glo luminescence, 2 h; stronger effect = lower value; in the data active = activity change below about -25%
Target sequence (Q92551 whole entry, looked up): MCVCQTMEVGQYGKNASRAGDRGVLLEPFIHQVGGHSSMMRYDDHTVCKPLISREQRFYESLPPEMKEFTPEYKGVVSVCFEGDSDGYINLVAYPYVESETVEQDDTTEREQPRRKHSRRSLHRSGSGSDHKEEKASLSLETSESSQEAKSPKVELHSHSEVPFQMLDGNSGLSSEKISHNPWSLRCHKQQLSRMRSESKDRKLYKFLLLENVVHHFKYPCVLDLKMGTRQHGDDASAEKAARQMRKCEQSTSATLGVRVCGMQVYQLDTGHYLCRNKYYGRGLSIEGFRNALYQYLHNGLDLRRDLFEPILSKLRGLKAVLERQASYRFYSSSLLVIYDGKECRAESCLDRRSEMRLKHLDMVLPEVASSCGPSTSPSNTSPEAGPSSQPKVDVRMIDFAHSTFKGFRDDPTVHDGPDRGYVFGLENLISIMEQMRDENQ
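ADP-Glo luminescence measures ADP made by human IP6K1 during a 2 h RT reaction with ATP/IP6 (mix at 1.3 mM/130 uM); top library doses 57.5 and 19.1 uM final.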
GPT2 inh = Primary qHTS assay for inhibitors of Glutamate pyruvate transaminase 2 (GPT2) | 0.25% of 100,000 active | AID 1671188, 2021 | Alanine aminotransferase 2 (Homo sapiens), Q8TD30 | Potency, µM (series often up to 57.7 µM), inactives show top-dose activity change, negative = inhibition, hits mostly inhibitors | Recombinant GPT2, coupled pyruvate oxidase/HRP Amplex Red fluorescence; also: potency is read from the fitted curve at half-maximal effect; nearly all actives have a fitted effect of over 60% in size; many of its hits are not listed in these tables
Target sequence (Q8TD30 whole entry, looked up): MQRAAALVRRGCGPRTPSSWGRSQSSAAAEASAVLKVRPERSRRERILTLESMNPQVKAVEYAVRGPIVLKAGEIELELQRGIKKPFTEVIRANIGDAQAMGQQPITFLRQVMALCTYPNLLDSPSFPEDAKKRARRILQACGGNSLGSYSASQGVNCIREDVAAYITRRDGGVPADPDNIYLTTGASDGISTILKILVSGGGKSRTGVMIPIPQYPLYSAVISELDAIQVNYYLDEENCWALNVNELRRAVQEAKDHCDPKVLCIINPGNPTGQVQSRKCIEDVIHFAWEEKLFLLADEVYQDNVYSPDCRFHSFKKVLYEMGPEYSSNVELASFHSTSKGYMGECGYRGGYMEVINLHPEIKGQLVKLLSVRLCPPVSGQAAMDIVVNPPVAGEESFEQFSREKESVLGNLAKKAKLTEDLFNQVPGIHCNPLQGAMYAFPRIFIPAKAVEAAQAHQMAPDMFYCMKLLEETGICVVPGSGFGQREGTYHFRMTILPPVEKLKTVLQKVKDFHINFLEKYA
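Fluorescence of coupled pyruvate oxidase/HRP/Amplex Red system (50uM Amplex, 30 min, dark) reports pyruvate formed by GPT2. Enzyme reaction: 10ng/uL GPT2, 2mM L-alanine, 250uM a-KG, 30 min room temperature, pH 7.5; 50uM AOA control.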
HEK293 viab = GF-AFC viability counterscreen for inhibitors of alpha-synuclein gene (SNCA) expression; HEK-293-SNCA-luc viability, GF-AFC fluorescence, 24 h; Potency, µM (series often up to 57.1 µM), inactives show at the top dose activity change, negative = cytotoxicity, most hits filed as cytotoxic; 0.12% of 150,000 active; AID 1671193, 2021;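 also: potency is read from the fitted curve at half-maximal effect; 0% = DMSO-treated cells and -100% = medium-only wells without cells; nearly all actives have a fitted effect of over 30% in size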
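HEK-293-SNCA-luc cells (1500/well) plated 24 h, then exposed 24 h to a dilution series; GF-AFC added 30 min at 37C, fluorescence 405/540 nm; normalised to medium-only and DMSO wells, Hill fit.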
SNCA expr inhib = Primary qHTS assay for inhibitors of alpha-synuclein gene (SNCA) expression. Potency, µM (series often up to 57.2 µM), without a hit: at the highest dose activity change, negative = inhibition, actives largely listed as inhibitors. HEK-293 SNCA-luciferase knock-in, luminescence, 24 h. 0.17% of 140,000 active;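 also: potency is read from the fitted curve at half-maximal effect; plate controls were DMSO cells for no effect and cell-free wells for full effect; nearly all actives have a fitted effect of over 45% in size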
Starred values were filed as active, the others as inactive; i = inactive; ? = inconclusive; nt = not tested or not shown; [ ] = dose if it differs, or a comment. Unless noted, calls follow the shape of the dose curve; as a rule, active = well fitted curve in the direction sought with a large enough effect; inconclusive = small, poorly fitted or top-dose-only effect, or another doubt; inactive = no such curve, though single readings can be large; an effect the other way counts as inactive or inconclusive. Unless noted, % is scaled to controls: 0 for no effect and ±100 for the full control effect. A portion of the library (hit frequency here may not be typical).

SMILES	Luciferase inh	HEK293 tox	3T3 cytotox	IP6K1 inh	GPT2 inh	HEK293 viab	SNCA expr inhib
O=C(C1CC1)N1CCN(c2nc3ccc(F)cc3s2)CC1	nt	nt	nt	-12	nt	12%	155%[activator]
COc1ccccc1CNC(=O)CSc1nc(=O)[nH]c2c1CCC2	nt	nt	nt	7	nt	-3%	28%
Cc1c(Cl)cccc1NC(=O)Cn1c(=O)cc(C)c2c(C)nn(-c3cccc(F)c3)c21	nt	nt	nt	-1	nt	10%	-9%
COc1ccc(-c2nc3n(n2)C(c2ccccc2F)C(C(=O)Nc2cccnc2)=C(C)N3)cc1OC (configuration not stated)	nt	nt	nt	3	nt	?	-5%
CCOC(=O)N1CCc2c(sc3c2c(=O)n(Cc2ccccc2)c(=O)n3Cc2ccc(C)cc2)C1	nt	nt	nt	16	nt	-4%	7%
O=C(CC1C(=O)NCCN1Cc1ccc(-c2ccccc2)cc1)NCc1ccco1 (configuration not stated)	?	?	?	-23	-7%	1%	-14%
Cc1ccc(OCC(=O)NCc2cccnc2N2CCOCC2)cc1	-9%	-17%	?	10	i	6%	78%[activator]
CCOc1ncccc1C(=O)N1C[C@H](OCC)[C@@H](O)C1	1%	-2%	i	-6	-4%[11.5 µM]	12%	-1%
CCC(C)C(=O)OC1CC(C)C=C2C=CC(C)C(CCC(O)CC(O)CC(=O)O)C21 (configuration not stated)	nt	nt	nt	-7	i	-13%[23.9 µM]	nt
Cc1cc(Cl)ccc1OCC(=O)N[C@@H]1CCOC[C@H]1OCC(=O)O	-4%	i	i	-7	i[11.5 µM]	-6%	-24%
CC(C)(C)CC(=O)N1CC[C@@H](CC(=O)O)[C@@H](CCN2CCOCC2)C1	2%[172 µM]	-4%[172 µM]	0%[138 µM]	-2	-15%[88.5 µM]	3%[87.6 µM]	-1%[87.6 µM]
COc1cccc(CC(=O)Nc2ccc3ncnc(N4CCCC4)c3c2)c1	-2%	?	?	5	-4%	-1%	2%
CC(=O)c1cccc(NC(=O)CCc2c(C)nc3c(-c4ccc(F)cc4)c(C)nn3c2C)c1	nt	nt	nt	-2	nt	17%	-4%
O=C1NCCCCCCN(C(=O)C2CCCC2)[C@H]2C[C@H](C(=O)N3CCN(c4ccccn4)CC3)C[C@@H]12	-9%	-21%	-13%	9	i	2%	3%
CN1C(=O)N(C)C2(CCN(Cc3cc(F)ccc3F)C2)C1=O (configuration not stated)	nt	i	-6%	16	-9%	-8%	5%
CN(Cc1ccccc1)c1ncnc2onc(-c3ccc(F)cc3)c12	nt	nt	nt	16	nt	3%	7%
CCCNC(=O)CN1C(=O)CSc2ccc(S(=O)(=O)N3CCC(C)CC3)cc21	nt	nt	nt	-3	nt	-10%	-29%
Cc1oc2ccn(Cc3cccc(F)c3)c(=O)c2c1C(=O)NCc1cccnc1	-23%	?	?	9	1%	11%	87%[activator]
CC(C)N1C(=O)C2(CCN(C(=O)c3ccc(Cl)cc3)C2)c2ccccc21 (configuration not stated)	nt	?	?	-16	5%	-8%	5%
O=C(Nc1ccccc1F)N1CC2CCC(C1)N2Cc1cccc(-c2cccs2)c1	nt	?	?	20	-13%	-7%	16%

Some values from the results shown.
Result for CN1C(=O)N(C)C2(CCN(Cc3cc(F)ccc3F)C2)C1=O (configuration not stated) in IP6K1 inh: 16
Result for O=C(Nc1ccccc1F)N1CC2CCC(C1)N2Cc1cccc(-c2cccs2)c1 in IP6K1 inh: 20

The list goes on.
SMILES	Luciferase inh	HEK293 tox	3T3 cytotox	IP6K1 inh	GPT2 inh	HEK293 viab	SNCA expr inhib
CN1C(=O)c2cccn2CC1CNC(=O)Cc1cccc(F)c1 (configuration not stated)	0%	i	i	1	i	12%	-15%
Cc1n[nH]c(C)c1C(N)C(=O)NCc1cc(C(F)(F)F)ccc1F (configuration not stated)	1%	0%	-15%	5	?	10%	3%
CCOC(=O)c1cc(-c2ccc(OC)cc2)n(CCC(=O)NC2CCCCC2)c1C	nt	nt	nt	-10	nt	-20%	-40%
Cn1c(CNC(=O)CSc2n[nH]c(-c3ccccc3Cl)n2)nc2ccccc21	nt	nt	nt	29	nt	4%	-7%
Cc1cccc(Oc2ccc(NC(=O)CCC(=O)OCC(=O)c3ccc(Br)cc3)cc2)c1C	nt	nt	nt	-10	nt	9%	6%
CCCN(C/C=C/c1ccccc1)C(=O)c1cccc(OCC(N)=O)c1	2%	-29%	-18%	2	-3%	-4%	-8%
CC(=O)Nc1ccc(-c2nnc3n2CCN(C(=O)c2c(C)noc2C)C3)cc1	nt	i	-7%	-1	nt	nt	nt
C#CC[C@H](c1nc2cc(Cl)ccc2c(=O)n1Nc1ccccc1)N(CCCN)C(=O)c1cccc(Cl)c1F	nt	nt	nt	13	1%	?	nt
Clc1ccc(Oc2cccc(CN3CCN(C4CCNC4)CC3)c2)cc1 (configuration not stated)	-6%	28µM*	28µM*	25	-6%[11.5 µM]	1%	15%
COc1ccc(NC(=O)c2ccco2)cc1NC(=O)COc1ccc(Cl)cc1C	nt	nt	nt	16	nt	-2%	-11%
CN(C)[C@H]1CCN(C(=O)c2ccc(S(N)(=O)=O)cc2)C[C@H]1CCC(=O)O	0%	4%	-1%	11	3%	-4%	3%
O=C1COc2ccc(Oc3ccccc3)nc2CN1Cc1ccccc1	1%[172 µM]	?	?	-13	-7%[88.5 µM]	-8%[87.6 µM]	-27%[87.6 µM]
COc1ccc(Nc2ccnc(N3CCC(C(=O)NCCCc4ccccc4)CC3)n2)cc1	nt	?	?	7	i	-9%[12.5 µM]	-24%
COc1ccc(-c2ccnc3c(-c4ccc(F)cc4)c(C)nn23)cc1OC	nt	nt	nt	-4	nt	12%	-2%
CCCNC(=O)N1CC(Oc2ccc(-c3nc(C)no3)cc2)C1	1%	?	-37%	-4	i	-3%	-12%
Cc1cc(C)cc(NC(=O)C2CCCN2S(=O)(=O)c2ccc3c(c2)C(C)(C)C(=O)N3C)c1 (configuration not stated)	nt	nt	nt	2	nt	-10%	-13%
Cc1cccc(NC(=O)N2CCC(c3cc(-c4cccc(C)c4)n[nH]3)CC2)c1	-24%	?	?	3	?	?	0%
O=C(Nc1ccc(Cl)cc1)N1CCN(C(=O)c2cccc(-c3ccccn3)c2)CC1	nt	?	?	-15	i	-3%[12.5 µM]	-15%
CCn1cc(CN2CCC(N3C(=O)C4(CCCCC4)C3c3ccncc3)CC2)c(C)n1 (configuration not stated)	1%	?	-13%	16	i	-4%[12.5 µM]	?
Cc1ccc2c(CC(=O)Nc3ccccc3C(F)(F)F)coc2c1C	nt	nt	nt	-10	nt	3%	11%

Some of these compounds in order of molar mass, descending:
SMILES	Luciferase inh	HEK293 tox	3T3 cytotox	IP6K1 inh	GPT2 inh	HEK293 viab	SNCA expr inhib
O=C1NCCCCCCN(C(=O)C2CCCC2)[C@H]2C[C@H](C(=O)N3CCN(c4ccccn4)CC3)C[C@@H]12	-9%	-21%	-13%	9	i	2%	3%
COc1ccc(-c2nc3n(n2)C(c2ccccc2F)C(C(=O)Nc2cccnc2)=C(C)N3)cc1OC (configuration not stated)	nt	nt	nt	3	nt	?	-5%
CCCNC(=O)CN1C(=O)CSc2ccc(S(=O)(=O)N3CCC(C)CC3)cc21	nt	nt	nt	-3	nt	-10%	-29%
CCOC(=O)c1cc(-c2ccc(OC)cc2)n(CCC(=O)NC2CCCCC2)c1C	nt	nt	nt	-10	nt	-20%	-40%
O=C(CC1C(=O)NCCN1Cc1ccc(-c2ccccc2)cc1)NCc1ccco1 (configuration not stated)	?	?	?	-23	-7%	1%	-14%
Cc1oc2ccn(Cc3cccc(F)c3)c(=O)c2c1C(=O)NCc1cccnc1	-23%	?	?	9	1%	11%	87%[activator]
CN(C)[C@H]1CCN(C(=O)c2ccc(S(N)(=O)=O)cc2)C[C@H]1CCC(=O)O	0%	4%	-1%	11	3%	-4%	3%
Cc1cc(Cl)ccc1OCC(=O)N[C@@H]1CCOC[C@H]1OCC(=O)O	-4%	i	i	-7	i[11.5 µM]	-6%	-24%
CCCN(C/C=C/c1ccccc1)C(=O)c1cccc(OCC(N)=O)c1	2%	-29%	-18%	2	-3%	-4%	-8%

Other structures
SMILES	Luciferase inh	HEK293 tox	3T3 cytotox	IP6K1 inh	GPT2 inh	HEK293 viab	SNCA expr inhib
COc1ccc(C(=O)N2CCC3(CC2)CC(c2nc(C)no2)N(C)C3)c(OC)n1 (configuration not stated)	0%	i	i	-6	i	11%	22%
Cc1ccc(CNC(=O)C2CCCCC(=O)N2)o1 (configuration not stated)	16%	-5%	i	40	1%	2%	-10%
CCc1ccc(S(=O)(=O)NCCc2csc3nc(-c4ccccc4)nn23)s1	nt	nt	nt	-17	nt	-20%	-3%
CC(C)(C)CN1CCN(Cc2cnc(-c3ccc(Cl)cc3)nc2)CC1CCO (configuration not stated)	-11%	?	-19%	-2	-1%	-4%	-13%
COc1ccc(CN2C(=O)[C@@H]3C[C@@H](CN3C3CCN(C)CC3)Oc3ccccc32)cc1	-2%[172 µM]	-10%[172 µM]	-5%[138 µM]	-2	i	-1%[87.6 µM]	5%[87.6 µM]
N#Cc1cccc(CN2CCC[C@H]2c2nc(-c3cncnc3N)no2)c1	0%[172 µM]	-6%[172 µM]	-2%[174 µM]	11	i	6%[87.6 µM]	4%[87.6 µM]
CC(C)CN1C(=O)c2cccn2CC1CNC(=O)c1ccco1 (configuration not stated)	-7%	-5%	i	9	-3%	-1%	4%
Cc1ccccc1CN1CC(Oc2cccc(C(=O)NCC3CC3)c2)C1	-2%	?	?	-12	-4%	-4%	-11%
CCS(=O)(=O)c1ncc(Cl)c(C(=O)Nc2c(C(=O)c3ccc(C)cc3)oc3ccccc23)n1	nt	nt	nt	-14	nt	-10%	4%
NC1CCCN(Cc2cccc(OCCCn3ccnc3)c2)C1 (configuration not stated)	-6%	?	-7%	-2	?	-4%	-2%
CC(=O)CC(c1ccccc1)c1c(O)c2ccccc2oc1=O (configuration not stated)	nt	nt	nt	6	2%	5%	13%
COc1ccc(CNC(=O)CC[C@]23CC[C@](C)(O)C[C@H]2C(C)(C)C[C@@H]3NCc2ccccn2)cc1	-4%	?	0%	-2	4%	0%	0%
Cc1cc(S(=O)(=O)Nc2cc3c(cc2Cl)n(C)c(=O)c(=O)n3C)ccc1F	nt	nt	nt	-2	nt	1%	0%
O=C(c1cnc2ccccn12)N1CCc2c(nc(-c3ccccc3)[nH]c2=O)C1	2%	0%	-5%	9	i[11.5 µM]	2%	5%
COc1cccc(C(=O)N2CCn3c(nnc3-c3ccccc3)C2)c1	3%[172 µM]	-22%[172 µM]	-21%[138 µM]	11	i	-1%[87.6 µM]	-4%[87.6 µM]

Assay outcomes as filed in PubChem.
